Screens: PubChem BioAssay, several laboratories
bIAP inhibitor = intestinal alkaline phosphatase (bovine) inhibition | purified bovine IAP, CDP-star luminescence, 30 min | inhibition, % at 20 µM | 190,000 tested, under 10 active | AID 1019;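 active means over 50% inhibition of intestinal alkaline phosphatase at 20 µM in the single-dose screen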
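System: Purified bovine intestinal alkaline phosphatase (IAP) enzyme | Input: IAP diluted 1/65,000,000 in the well | Also added: CDP-star chemiluminescent phosphatase substrate, 30 µM final | Dosing: 20 µM single dose | Times: Enzyme reaction for 30 min at room temperature | Detection: Luminescence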
Redox H2O2 prof = compounds producing H2O2 with reducing agent – biochemical, NIH compound library profiling, artefact control for MLSCN library redox annotation, primary screen; DTT-dependent redox cycling H2O2, phenol red/HRP absorbance; 100% = 100 µM peroxide control, 0% = buffer; activation, % at 10 µM; hit rate 0.03% among 200,000; AID 878;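 active means activation of at least 50% relative to the plate's high and low controls in the primary single-dose screen; inactive means activation below 50%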;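 further: compound incubated with DTT at 0.8 mM final as the reducing agent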
PPARg SRC-1 ag = PPARgamma-driven SRC-1 recruitment agonism; PPARgamma-SRC-1 coactivator recruitment biochemical assay; AID 631; activation, % at 8 µM; P37231; hit rate 0.41% among 200,000; in the data active means activation above about 19%;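 further: 0% = DMSO and 100% = reference agonist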
Target sequence (P37231 whole entry, looked up): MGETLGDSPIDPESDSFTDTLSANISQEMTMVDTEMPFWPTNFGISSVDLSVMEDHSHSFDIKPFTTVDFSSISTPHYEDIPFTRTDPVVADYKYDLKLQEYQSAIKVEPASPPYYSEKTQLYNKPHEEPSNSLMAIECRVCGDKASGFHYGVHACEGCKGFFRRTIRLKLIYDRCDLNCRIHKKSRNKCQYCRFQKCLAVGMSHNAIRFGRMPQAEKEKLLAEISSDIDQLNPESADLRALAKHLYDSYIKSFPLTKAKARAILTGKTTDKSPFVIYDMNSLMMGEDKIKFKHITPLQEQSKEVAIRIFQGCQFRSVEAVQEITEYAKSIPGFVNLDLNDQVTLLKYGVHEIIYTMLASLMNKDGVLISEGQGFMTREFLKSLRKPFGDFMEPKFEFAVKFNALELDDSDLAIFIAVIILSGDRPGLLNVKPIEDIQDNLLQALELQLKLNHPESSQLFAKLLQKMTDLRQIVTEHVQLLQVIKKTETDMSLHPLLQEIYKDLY
S1P3 antag = S1P3 (human) receptor antagonism. inhibition, % at 4.98 µM. hit rate 0.27% among 170,000. CHO S1P3 NFAT-BLA reporter, FRET fluorescence, antagonist mode. Q99500;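 active means inhibition above the plate cutoff, the mean inhibition of test wells on that plate plus 3 SD, cut at about 28% in these data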;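 further: cells challenged with S1P at its EC80 of 0.8 µM; blue over green emission ratio from cleaved BLA substrate after 4 h stimulation; 0% = S1P-stimulated wells and 100% = unstimulated DMSO-only wells; some compounds past the cut are filed as inactive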
bIAP activator = increases bovine intestinal alkaline phosphatase activity; purified bovine IAP, CDP-star luminescence, 30 min; hits give high values; fold of DMSO-control signal, blank-subtracted; activation factor at 20 µM; hit rate 0.17% among 200,000;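 active means activation factor of 2 or more at 20 µM, a signal rise over negative controls twice the positive control's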
PPARg SRC3 recr = agonists of human PPARgamma SRC-3 coactivator recruitment. hit rate 0.26% among 200,000. AID 731. biochemical PPARgamma/SRC-3 coactivator recruitment assay. P37231. activation, % at 8 µM; in the data active means activation above about 23%;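 further: 0% = DMSO and 100% = reference agonist; some compounds past the cut are filed as inactive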
ROMK primary = modulates human ROMK potassium channel activity. B-score at 10 µM. AID 1918. Tet-inducible ROMK, thallium flux fluorescence; actives lie on both sides. hit rate 2% among 130,000. P48048;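 active means signal ratio slope over the read window, or its plate-corrected B-score, at least 3 SD from the plate mean, either direction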;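 further: B-score of the F/F0 ratio slope over 7 to 12 s after thallium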
Target sequence (P48048 whole entry, looked up): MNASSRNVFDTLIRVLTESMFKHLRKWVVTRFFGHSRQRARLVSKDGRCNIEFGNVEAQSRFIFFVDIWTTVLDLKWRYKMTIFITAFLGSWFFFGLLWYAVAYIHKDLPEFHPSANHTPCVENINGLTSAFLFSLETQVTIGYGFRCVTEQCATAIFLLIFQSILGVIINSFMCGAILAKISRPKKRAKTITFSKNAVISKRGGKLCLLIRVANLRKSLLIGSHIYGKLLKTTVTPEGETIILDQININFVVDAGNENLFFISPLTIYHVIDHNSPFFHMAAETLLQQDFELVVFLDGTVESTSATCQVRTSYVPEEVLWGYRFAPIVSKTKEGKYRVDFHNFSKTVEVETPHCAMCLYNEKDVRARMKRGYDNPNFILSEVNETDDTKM
L major viab = inhibitors of Leishmania major promastigote growth; Leishmania major promastigotes, resazurin fluorescence viability; AID 1063; inhibition, % at 10 µM; hit rate 9% among 200,000; in the data active means inhibition above about 50%;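 further: promastigotes grown with compound for 44 hours at 28 °C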
TR-FRET SRC-2 ct = counter-screen for PPARgamma SRC-2 recruitment agonists: TR-FRET artefact; hit rate 0.4% among 200,000; AID 1049; hits give high values; TR-FRET ratio at 8 µM; in the data active means TR-FRET ratio above about 2000; further: inactives centre near 1500; reference of the scale not given here
PPARg SRC-2 ag = PPARgamma-driven SRC-2 recruitment agonism. PPARgamma LBD-SRC-2 recruitment, biochemical. AID 1032. activation, % at 8 µM. hit rate 0.34% among 200,000; in the data active means activation above about 22%;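 further: 0% = vehicle and 100% = reference agonist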
TLR4-MyD88 BLA = blocks binding of human TLR4 to MyD88; inhibition, % at 8.4 µM; hit rate 0.18% among 200,000; HeLa CL3-4 TLR4/MyD88 BLA complementation, FRET ratio; in the data active means inhibition above about 25%;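 further: 0% = vehicle and 100% = reference inhibitor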
* = called active by the depositor; nt = not tested or not shown.

1. COc1cc2[nH]c(=S)nc(NCCc3ccc(C)cc3)c2cc1OC
2. Cc1ccc(NC(=S)NCCSc2ccc(Cl)cc2)c(C)c1
3. N#CC1=C(N)OC2=C(CN(Cc3ccccc3)C/C2=C\c2cccnc2)C1c1cccnc1 (stereo not given)
4. CCOC(=O)c1cnc2ccc(Cl)cc2c1N1CCN(C)CC1
5. O=C(/C=C/c1ccccc1)c1ccccc1O
6. O=C1Nc2ccc(Br)cc2/C1=N/N=C/C1=C(N2CCOCC2)C(=C\c2ccccc2)/CC1
7. O=C(N[C@@H](Cc1ccccc1)C(=O)O)c1ccc(C(F)(F)F)cc1
8. Cc1cc(F)c(F)c(C(=O)N2CCC(C)CC2)c1Cl

assay / compound,1,2,3,4,5,6,7,8
bIAP inhibitor,1,-15,10,-5,42,48,-5,4
Redox H2O2 prof,0.7,0.0,-3.1,3.0,0.5,1.6,0.6,0.0
PPARg SRC-1 ag,21*,-6,-5,3,8,0,-2,5
S1P3 antag,11,5,nt,-13,7,nt,4,-14
bIAP activator,1,1.1,0.9,1.1,0.6,0.5,1,1
PPARg SRC3 recr,16,-1,-3,9,4,-1,-1,3
ROMK primary,-0.014,nt,0.069,nt,-2.8,1.2,nt,0.15
L major viab,97*,19,8,31,9,17,1,5
TR-FRET SRC-2 ct,1959,1437,1528,1620,1441,1493,1464,1563
PPARg SRC-2 ag,24*,-7,3,2,6,9,-6,-1
TLR4-MyD88 BLA,-4,13,2,-15,-11,-1,-10,-4

9. CCOc1ccc(NC(=O)CSc2nc(C3CC3)nc3ccccc23)cc1
10. O=C1CC(=O)N(Cc2cccs2)C(=O)N1
11. CCc1ccc2c(c1)cc(CN(Cc1ccco1)C(C)=O)c1nnnn12
12. COc1ccc(CNc2ncnc3cc(OC)c(OC)cc23)cc1
13. Cc1sc2nc(CN3CCCC3)nc(N3CCN(C(=O)c4ccco4)CC3)c2c1C
14. CC(=O)C1=C(O)C(=O)N(CCc2c[nH]c3ccccc23)C1c1ccccc1 (stereo not given)
15. COc1ccc(Cn2ccnc2)cc1Br
16. CCCCC(=O)OCc1nc2ccccc2s1

assay / compound,9,10,11,12,13,14,15,16
bIAP inhibitor,-39,4,-4,2,-22,9,-6,0
Redox H2O2 prof,0.4,-2.5,-1.3,2.3,-0.3,-0.3,0.0,-2.3
PPARg SRC-1 ag,8,10,2,2,14,-2,-2,-2
S1P3 antag,-13,1,-12,nt,7,-7,nt,-6
bIAP activator,1.4,1,1,1,1.2,0.9,1.1,1
PPARg SRC3 recr,2,-3,3,-7,2,8,10,-3
ROMK primary,0.4,nt,1.6,nt,0.01,0.028,0.39,-0.014
L major viab,2,-6,37,8,9,-3,71*,3
TR-FRET SRC-2 ct,1657,1416,1457,1537,1574,1589,1502,1673
PPARg SRC-2 ag,-6,7,6,0,2,11,0,-3
TLR4-MyD88 BLA,1,-20,-3,0,10,-10,-3,6

17. COc1cc(C(=O)NC2CC3CCCC(C2)N3C2CC2)cc(OC)c1OC (stereo not given)
18. Cc1cc(C)n(-c2cccc(CN3CCC(CO)(Cc4ccccc4)CC3)c2)n1
19. CCN(CC)CCNCc1ccc(-c2ccc(Cl)cc2)o1
20. COc1ccc(S(=O)(=O)N2CCN(Cc3ccccc3)CC2)cc1
21. CCOc1cc(/C=C2/C(=O)ON=C2C)ccc1OCc1ccccc1
22. O=C(NCCc1ccc(F)cc1)c1ccc([N+](=O)[O-])cc1
23. CC1(C)Cc2nc3sc4c(OCc5ccccc5)ncnc4c3cc2CO1
24. CC1=C(C(=O)OC2CCCCC2)C(c2ccc(C)o2)C2=C(CCCC2=O)N1 (stereo not given)

assay / compound,17,18,19,20,21,22,23,24
bIAP inhibitor,-12,-6,-4,3,-18,10,8,1
Redox H2O2 prof,0.4,-0.8,-1.3,1.4,0.1,-0.8,0.3,0.6
PPARg SRC-1 ag,-8,5,11,-2,10,-1,-6,6
S1P3 antag,-4,-8,-12,13,6,15,nt,11
bIAP activator,1.1,1.1,1,1,1.2,0.9,0.9,1
PPARg SRC3 recr,-5,-2,5,-10,6,2,4,-4
ROMK primary,0.16,-1.3,-1.9,-1.7,nt,0.71,nt,-0.68
L major viab,-6,9,91*,8,40,5,-1,35
TR-FRET SRC-2 ct,1435,1517,1409,1434,1724,1646,1593,1537
PPARg SRC-2 ag,4,1,1,2,0,0,-1,-5
TLR4-MyD88 BLA,0,-6,12,3,9,-15,10,2

25. CC(=O)c1c(C(C)=O)c(C)n(Cc2ccc(Cl)cc2)c1C
26. O=C(NCc1ccccn1)c1ccc(NC(=O)c2ccco2)cc1
27. COc1cc(NC(=O)CSc2nc3c(C)ccc(C)c3cc2C)c(C(=O)O)cc1OC
28. Cc1ccc(NCc2nnc(SCC#N)o2)c(C)c1
29. Cc1ccc(CSCC(=O)NCc2cccs2)cc1
30. Cc1cc(NC(=O)c2ccc(S(=O)(=O)N3CCCC3)cc2)nc2c1c(=O)oc1ccccc12
31. CCOC(=O)C1(CCCc2ccccc2)CCN(CCCn2cccn2)CC1
32. Cc1cccc(CSC2=NCCN2C(=O)c2ccco2)c1

assay / compound,25,26,27,28,29,30,31,32
bIAP inhibitor,-1,9,-18,8,24,-11,3,7
Redox H2O2 prof,0.2,0.5,0.2,1.0,-0.7,-0.6,0.9,-1.1
PPARg SRC-1 ag,-2,3,-3,5,-3,2,12,-3
S1P3 antag,nt,12,-5,nt,-11,nt,25,0
bIAP activator,1,0.9,1.2,0.9,0.8,1.1,1,0.9
PPARg SRC3 recr,1,-20,6,-4,5,12,1,-5
ROMK primary,-0.31,0.18,0.56,-0.53,-0.6,-0.35,-0.88,nt
L major viab,3,-7,-9,-1,-2,16,76*,-11
TR-FRET SRC-2 ct,1473,1547,1807,1691,1652,1562,1634,1447
PPARg SRC-2 ag,-4,12,3,2,3,0,-2,-6
TLR4-MyD88 BLA,7,9,0,11,-2,-18,-12,0

33. CCc1cc2cc(C(=O)N3CCN(Cc4ccccc4)CC3)sc2s1
34. CN1CCN(NC(=O)CN2C(=O)/C(=C/c3ccccc3Cl)SC2=S)CC1
35. O=C1CCC/C1=C/Nc1ccc(Cl)cc1
36. COc1ccc(N(Cc2ccco2)C(=O)c2ccccc2F)cc1OC
37. N#C/C(=C\c1ccc2c(c1)OCCO2)C(=O)NC1CCCCC1
38. CCOC(=O)c1c(CC(C)C)csc1/N=C/C1C(=O)CC(C)(C)CC1=O
39. Cc1cccnc1Nc1nc(-c2ccc(O)cc2)cs1
40. COc1ccc(/C=C2/N=C(SC3CCOC3=O)N(c3cccc(OC)c3)C2=O)cc1 (stereo not given)

assay / compound,33,34,35,36,37,38,39,40
bIAP inhibitor,-3,-19,0,11,-5,-21,34,16
Redox H2O2 prof,0.2,-0.5,2.6,0.1,0.3,-1.1,0.0,0.7
PPARg SRC-1 ag,-3,3,-4,3,-4,1,6,-5
S1P3 antag,26,nt,0,8,10,0,nt,0
bIAP activator,1,1.2,1,0.9,1,1.2,0.7,0.8
PPARg SRC3 recr,-9,8,-3,0,1,-1,6,4
ROMK primary,0.29,nt,-0.29,-0.14,nt,-0.73,-1.7,nt
L major viab,9,47,3,59*,-1,-1,99*,-4
TR-FRET SRC-2 ct,1406,1697,1430,1662,1543,1484,1512,1516
PPARg SRC-2 ag,-10,7,-14,10,2,-4,7,4
TLR4-MyD88 BLA,6,10,1,-5,12,4,-9,6

Molecules from the list above that have a COOH group (two):
7. O=C(N[C@@H](Cc1ccccc1)C(=O)O)c1ccc(C(F)(F)F)cc1
27. COc1cc(NC(=O)CSc2nc3c(C)ccc(C)c3cc2C)c(C(=O)O)cc1OC

assay / compound,7,27
bIAP inhibitor,-5,-18
Redox H2O2 prof,0.6,0.2
PPARg SRC-1 ag,-2,-3
S1P3 antag,4,-5
bIAP activator,1,1.2
PPARg SRC3 recr,-1,6
ROMK primary,nt,0.56
L major viab,1,-9
TR-FRET SRC-2 ct,1464,1807
PPARg SRC-2 ag,-6,3
TLR4-MyD88 BLA,-10,0

(list continues)
41. CCOc1ccc(NC(N)=O)cc1
42. COc1ccc(CSC(=N)N)cc1[N+](=O)[O-]
43. CCN(c1cccc(C)c1)S(=O)(=O)c1ccc(OC)c([N+](=O)[O-])c1
44. O=C(CSc1nnnn1C1CCCCC1)NCc1ccco1
45. CNC(=S)N(Cc1cccs1)Cc1cc2cc(OC)ccc2[nH]c1=O
46. COc1ccc(C(=O)NCC(=O)OCC(=O)N2N=C(c3ccc(Cl)cc3)CC2c2ccco2)cc1OC (stereo not given)
47. Cc1cccc(OCC(=O)O/N=C(\N)c2ccccn2)c1
48. Cc1ccccc1-c1nc2cc(Cl)ccc2o1
49. C/C(=N\NC(=O)c1ccccc1-n1cccc1)C1CC1
50. O=C(CC1S/C(=N/N=C/C=C/c2ccccc2)NC1=O)Nc1ccc(Cl)c(Cl)c1 (stereo not given)
51. Cc1ccc(C(=O)NCc2occc2C(=O)O)o1

assay / compound,41,42,43,44,45,46,47,48,49,50,51
bIAP inhibitor,6,-20,3,2,8,-4,-1,14,-3,5,19
Redox H2O2 prof,1.9,0.2,-0.2,0.2,0.2,0.9,1.5,-2.5,0.0,0.5,0.7
PPARg SRC-1 ag,10,-4,4,4,4,-5,6,3,3,2,-1
S1P3 antag,-15,nt,15,10,-17,-6,nt,nt,6,-12,-5
bIAP activator,0.9,1.2,1,1,0.9,1,1,0.9,1,0.9,0.8
PPARg SRC3 recr,-6,-6,0,-1,-6,-1,2,1,0,0,0
ROMK primary,nt,-0.27,1.2,1,nt,-0.8,nt,nt,nt,nt,nt
L major viab,-1,8,-2,-3,1,13,-3,-8,-5,-1,-4
TR-FRET SRC-2 ct,1625,1373,1543,1413,1559,1536,1714,1660,1735,1515,1527
PPARg SRC-2 ag,1,0,-3,0,-1,4,-1,1,8,5,6
TLR4-MyD88 BLA,2,-15,1,9,-7,-20,-8,-11,-1,-3,-16
